Mtb FBA inh – inhibits M. tuberculosis FBA enzyme; inhibition, % at 1 µM; purified M. tuberculosis FBA, fluorescence read-out; P9WQA3; 2.3% of 360,000 active; AID 588726; in the data active = inhibition above about 27%;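 also: 0% = vehicle and 100% = reference inhibitor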
Target sequence (P9WQA3 whole entry, looked up): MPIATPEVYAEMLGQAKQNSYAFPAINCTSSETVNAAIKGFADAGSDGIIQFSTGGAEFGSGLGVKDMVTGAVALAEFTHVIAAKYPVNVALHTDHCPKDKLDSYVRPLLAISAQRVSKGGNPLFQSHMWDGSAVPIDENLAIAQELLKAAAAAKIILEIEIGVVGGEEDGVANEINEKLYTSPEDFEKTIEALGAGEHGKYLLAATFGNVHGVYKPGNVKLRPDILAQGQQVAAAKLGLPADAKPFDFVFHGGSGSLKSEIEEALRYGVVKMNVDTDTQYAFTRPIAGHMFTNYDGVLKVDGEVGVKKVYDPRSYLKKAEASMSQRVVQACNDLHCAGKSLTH
BoNT-A LC inh2 – BoNT A light chain protease inhibition; multiplex microsphere protease substrate cleavage, flow cytometry; inhibition, % at 10 µM; 0.17% of 360,000 active; AID 588499; also: plate controls were buffer without enzyme for full effect and enzyme alone for no effect
Mtb UGM inh – inhibitors of M. tuberculosis UDP-galactopyranose mutase | 0.06% of 320,000 active | inhibition, % at 10 µM | AID 504406 | purified UGM, fluorescence polarization probe displacement; in the data active = inhibition above about 10%, passing the limit was not always enough; inconclusive = no clear call, values can overlap the other calls
Target sequence (P9WIQ1 whole entry, looked up): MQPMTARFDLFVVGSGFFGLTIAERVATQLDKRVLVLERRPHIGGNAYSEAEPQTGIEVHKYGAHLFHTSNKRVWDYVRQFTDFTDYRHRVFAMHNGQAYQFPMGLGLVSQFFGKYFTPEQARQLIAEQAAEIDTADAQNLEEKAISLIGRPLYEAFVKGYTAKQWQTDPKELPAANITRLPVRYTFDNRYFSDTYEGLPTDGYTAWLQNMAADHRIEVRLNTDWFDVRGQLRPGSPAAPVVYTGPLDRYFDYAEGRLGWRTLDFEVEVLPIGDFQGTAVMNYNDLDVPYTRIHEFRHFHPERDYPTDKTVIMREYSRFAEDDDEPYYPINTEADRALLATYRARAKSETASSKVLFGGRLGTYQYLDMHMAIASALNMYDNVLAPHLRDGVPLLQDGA
FadD28 binding – inhibitors of Mycobacterium tuberculosis FadD28 bisubstrate binding | FadD28 bisubstrate probe binding, fluorescence polarization | inhibition, % at 12.5 µM | 0.22% of 360,000 active; in the data active = inhibition above about 8.5%, passing the limit was not always enough; inconclusive = no clear call, values can overlap the other calls
PfHsp40 yeast – restores yeast growth despite PfHsp40 toxicity; S. cerevisiae expressing PfHsp40, growth rescue, ATP luminescence; growth rescue, % at 12.5 µM; 0.68% of 340,000 active; AID 504582; in the data active = growth rescue above about 28%, passing the limit was not always enough; inconclusive = no clear call, values can overlap the other calls;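 also: yeast W303a lacking pdr1 and pdr3 grown in galactose medium; growth measured after three days at 30 °C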
BioA inh – blocks M. tuberculosis BioA enzyme activity. inhibition, % at 9.99 µM. purified M. tuberculosis BioA enzyme, plate reader. 0.096% of 360,000 active; in the data active = inhibition above about 40%; inconclusive = no clear call, values can overlap the other calls
BoNT-F LC inh – blocks Botulinum neurotoxin F light chain protease; Multiplex microsphere protease cleavage assay, flow cytometry; inhibition, % at 10 µM; 0.22% of 360,000 active; AID 588497; in the data active = inhibition above about 35%, passing the limit was not always enough; inconclusive = no clear call, values can overlap the other calls; also: plate controls were buffer without enzyme for full effect and enzyme alone for no effect
Anthrax LF prot – anthrax lethal factor protease inhibition. AID 588501. 0.12% of 360,000 active. P15917. multiplex microsphere protease cleavage assay, LF. inhibition, % at 10 µM; also: plate controls were buffer without enzyme for full effect and enzyme alone for no effect
GDH-TPI counter – inhibits GDH-TPI coupling enzymes, artifact for Mtb FBA screen; GDH-TPI coupled enzyme counterscreen, NADH absorbance; inhibition, % at 4.8 µM; 1.2% of 360,000 active; in the data active = inhibition above about 30%;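 also: 0% = DMSO wells and 100% = wells lacking the enzyme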
Starred values were filed as active, the others as inactive; ? = inconclusive; · = not tested or not shown; & = joins results of further samples. Rule as the data show it, unless noted: active = inhibition above about 30%; inconclusive = no clear call, values can overlap the other calls; inactive = below that. Outcome played no part in choosing rows. About 4.7% of those tested had a hit in this group.

SMILES	Mtb FBA inh	BoNT-A LC inh2	Mtb UGM inh	FadD28 binding	PfHsp40 yeast	BioA inh	BoNT-F LC inh	Anthrax LF prot	GDH-TPI counter
CCCCCOc1ccc(NC(=O)C(=O)NCC2CCCN2CC)cc1 (configuration not stated)	2	0.5	-0.5	-2.4	0.0	-1.5	2	1	7
CNC(=O)C(=O)Nc1ccc2c(c1)N(S(=O)(=O)c1cccs1)CCC2	-1	-0.3	4.0	-4.0	-0.8	-0.2	?	-6	1
C[C@H](NC(=O)C1CCN(S(=O)(=O)c2ccccc2)CC1)C(=O)NCc1ccccn1	3	-0.1	2.4	0.1	-1.7	-2.4	2	-2	11
COC(=O)CNC(=O)COC(=O)/C=C/c1cccs1	-1	-0.3	-2.8	-3.0	-0.8	-1.8	-2	-4	13
CCOC(=O)c1sc2nc(C(C)C)c3c(c2c1N)CC(C)(C)OC3	6	-0.1	-1.1	-0.4	-1.0	-1.7	-1	-7	4
COc1cc(OC)cc(N2C(=O)CSCC2=O)c1	0	2.3	3.6	-2.0	0.8	·	?	18	9
O=C1CCCN1c1ccc(S(=O)(=O)N2CCCCC2)cc1[N+](=O)[O-]	3	0.5	2.1	-0.4	-0.4	·	-8	5	-2
C/C(Cc1ccccc1)=N\NC(=O)CNC(=O)c1ccc(Br)cc1	8	0.5	-5.1	-0.5	0.6	·	1	-1	8
CC(=O)Nc1ccc(S(=O)(=O)NCC2CCC(C(=O)NCCCN(C)Cc3ccccc3)CC2)cc1 (configuration not stated)	-2	-1.7	-0.6	-3.7	0.7	-1.0	-3	0	-4
Cc1cc(=O)c2c(o1)CC(C)(C)CC2=O	0	1.5	1.8	0.0	-0.4	-1.4	-1	0	10
CC(C)n1cnc2c(Nc3cccc(Cl)c3)nc(N(CCO)CCCO)nc21	4	0.0	-1.2	2.1	2.2	0.4	-4	2	8
O=c1cc2c(nn1Cc1cccc([N+](=O)[O-])c1)-c1ccccc1CC2	-5	3.1	0.3	-4.7	-1.3	0.5	2	-8	-9
O=C(CCC1CCCC1)N1CCN(S(=O)(=O)c2ccc(Br)cc2)CC1	2	80*	-2.6	-0.1	1.3	-0.2	83*	89*	-7
COc1ccc(C(=O)N/N=C(\C)c2ccc3c(c2)C2C=CCC2C(c2ccccc2)N3)cc1 (configuration not stated)	-2	2.7	2.9	-2.7	0.4	·	-16	0	26
CCn1ncc(C2=NOC(C(=O)Nc3cccc(O)c3)C2)c1C (configuration not stated)	0	-0.6	-0.2	-2.2	1.3	1.0	-3	0	-2
Cc1cc(C)c(OCC(=O)N2CCN(c3ncc(C(F)(F)F)cc3Cl)CC2)c(C)c1	0	2.0	0.7	-0.5	?	0.0	0	3	-5
CCOC(=O)C(C)n1cnc2c(nnn2-c2cccc(OC)c2)c1=O (configuration not stated)	3	1.7	-1.2	-1.0	0.3	-0.8	18	5	-6
COc1ccc(S(=O)(=O)N(C)C[C@H]2Oc3c(NC(=O)Nc4ccc(C(F)(F)F)cc4)cccc3C(=O)N([C@H](C)CO)C[C@@H]2C)cc1	0	-0.7	-3.7	-7.4	1.0	-1.1	-9	4	3
Cc1cc(/C=N/O)c(C)n1-c1ccc(Br)cc1	-2	-0.4	1.1	-2.1	0.5	3.3	-7	-1	3
COc1ccc(CC(=O)Nc2cccnc2)cc1	3	-3.6	1.8	-2.6	-0.2	2.0	?	-8	5
CCOC(=O)c1c(NC(=O)COC(=O)/C=C/c2ccco2)sc2c1CC(C)(C)NC2(C)C	-4	4.1	-5.7	-0.1	-0.7	0.3	3	1	6
COc1ccc(OC)c(NC(=O)Nc2nnc([C@@H]3O[C@H](CO)[C@@H](O)[C@H]3O)s2)c1	-1	-0.3	·	-0.7	·	-0.3	-6	-3	6
Cc1nc(SCc2ccccc2)c2ccsc2n1	-2	0.6	-0.7	-4.6	1.1	·	3	-8	-4
CN(C(=O)COC(=O)c1ccccc1NCCO)C1CCS(=O)(=O)C1 (configuration not stated)	103*	1.0	3.7	-1.2	0.1	-0.5	-4	-4	3
S=c1[nH]nc(-c2ccccc2)n1CC1CCCO1 (configuration not stated)	7	0.7	0.5	0.2	-1.0	-1.9	-1	-1	-1
The list continues:
SMILES	Mtb FBA inh	BoNT-A LC inh2	Mtb UGM inh	FadD28 binding	PfHsp40 yeast	BioA inh	BoNT-F LC inh	Anthrax LF prot	GDH-TPI counter
COc1ccc(S(=O)(=O)Nc2nccs2)cc1OC	-3	0.0	0.3	-0.5	1.3	·	-5	-4	4
COc1ccc(CCN2CC(C(=O)N(C)CCOc3ccccc3)CCC2=O)cc1 (configuration not stated)	4	-0.7	1.5	-0.7	-0.2	2.6	3	0	-2
CCC(SC1=N/C(=C/c2ccccc2OC)C(=O)N1c1ccccc1)C(=O)Nc1cc(C)on1 (configuration not stated)	3	-0.3	-2.0	-2.5	-1.5	-0.9	0	3	6
Cc1[nH]c2ccccc2c1CCNS(=O)(=O)c1ccc(S(N)(=O)=O)cc1	3	-1.1	-1.3	0.7	-0.7	-0.3	21	10	11
CCOC(=O)c1ccc(-c2ccc(C=O)o2)cc1	16	?	-0.7	-4.0	5.9	·	?	0	22
C=C(C)c1cccc(C(C)(C)NC(=O)NCc2ccncc2)c1	-3	-0.1	0.4	-2.6	-1.3	·	-5	-6	5
CCNC(=O)CC1SC(=Nc2cccc3ccccc23)N(C)C1=O (configuration not stated)	0	0.2	-1.0	-3.9	-0.4	0.5	-5	0	-6
O=C(C1=C(O)C(=O)N(Cc2ccco2)C1c1cccc(O)c1)c1ccco1 (configuration not stated)	1	0.8	3.6	-1.3	-0.9	0.3	3	-4	7
COC(=O)[C@H](CCSC)NC(=O)Nc1ccc(C)c(C)c1	-2	4.2	2.8	-0.1	0.1	-2.6	5	2	7
CCN(CC(=O)NC1CCS(=O)(=O)C1)C(=O)/C=C/c1cccs1 (configuration not stated)	-1	-1.7	0.2	-1.7	0.6	·	-2	-3	14
Cc1c(C(N)=O)sc2ncn(CC(=O)NCCc3ccccc3)c(=O)c12	1	-0.6	0.9	-0.8	-0.7	·	-3	-7	5
Cc1c(C(=O)NCc2ccco2)oc2c(F)cccc12	2	0.6	-1.6	-5.8	-0.1	-0.7	2	-2	-5
O=C(Cc1ccc(Cl)cc1)N/N=C/c1cccc(O)c1	2	-1.9	0.4	0.0	-0.4	-2.2	-31	-12	29
C1=C2C[N+]3(CCCC3)CC2Cc2ccc3ccccc3c21 (configuration not stated)	-3	1.0	0.4	-1.6	-2.0	0.9	-4	-3	-3
CC1(C)C(O)=C(c2nc3ccccc3[nH]2)C(=N)N1c1ccccc1	2	?	-0.5	-2.0	1.4	-0.2	?	?	12
CCCOc1ccc(/C=C/c2[nH]c(=O)[nH]c(=O)c2[N+](=O)[O-])cc1OCC	5	-1.5	-2.4	-2.3	-0.8	·	-4	-4	11
CC(=O)c1c(C(C)=O)c(C)n(-c2ccc(C)c(NC(=O)c3ccccc3Cl)c2)c1C	0	0.2	-4.8	0.8	-1.8	6.5	0	-4	4
COc1ccc(S(=O)(=O)Nc2ccc3c(c2)OCO3)cc1C(=O)O	-1	-1.1	2.0	-0.9	1.0	0.7	-5	-4	-3
NC(=S)NNC(=O)c1cc(C(F)(F)F)cc(C(F)(F)F)c1	3	·	2.0	-4.1	-0.9	2.4	·	·	3
COc1cccc(CNC(=O)N[C@@H](CC(C)C)C(=O)O)c1	1	-0.4	-2.3	-4.4	?	-0.8	-7	-1	0
O=C(NCCCN1CCCC1=O)c1ccc(Cl)c(S(=O)(=O)N2CCCCC2)c1	7	-0.5	-0.9	-1.0	0.3	3.1	?	0	7
O=C(/C=C/c1cccc([N+](=O)[O-])c1)NCc1cccnc1	2	-0.7	-1.3	-2.4	0.0	1.7	-5	0	0
Cc1ccccc1C(=O)NC(=S)Nc1cccc(NC(=O)C(C)C)c1	-1	-1.5	1.4	0.2	1.6	·	-8	-2	5
CC(NC(=O)CCCC1CCCCC1)c1ccc(S(N)(=O)=O)cc1 (configuration not stated)	1	-0.4	-1.1	-3.8	0.2	-1.5	2	1	-5
Cc1ccccc1OCC(=O)NCC(=O)OCC(=O)c1ccc2ccccc2c1	3	-2.0	-0.5	-1.2	1.7	-6.0	-4	-15	0
CCOC(=O)C1=C(C)NC(C)=C(C(=O)OCC)C1c1ccc([N+](=O)[O-])s1	0&-1	-0.1&-3.8	-0.8	-7.4&-4.0	0.0	0.1&0.2	-1&-16	?	21&5
CN(C)CC(=O)Nc1nc(-c2ccccc2)cs1	1	0.0	-2.4	-4.6	1.0	·	-4	-2	0
COc1ccc2ccccc2c1/C=N/NC(=S)NCCN1CCOCC1	-1	-0.5	-1.5	-1.4	-0.7	·	0	-7	13

Record cards, as listed above. Values in the order: Mtb FBA inh, BoNT-A LC inh2, Mtb UGM inh, FadD28 binding, PfHsp40 yeast, BioA inh, BoNT-F LC inh, Anthrax LF prot, GDH-TPI counter
Shown for `CCC(SC1=N/C(=C/c2ccccc2OC)C(=O)N1c1ccccc1)C(=O)Nc1cc(C)on1` (configuration not stated) → 3, -0.3, -2.0, -2.5, -1.5, -0.9, 0, 3, 6
Shown for `COc1ccc(CCN2CC(C(=O)N(C)CCOc3ccccc3)CCC2=O)cc1` (configuration not stated) → 4, -0.7, 1.5, -0.7, -0.2, 2.6, 3, 0, -2

Part of the list above, in CSV form.
mol,Mtb FBA inh,BoNT-A LC inh2,Mtb UGM inh,FadD28 binding,PfHsp40 yeast,BioA inh,BoNT-F LC inh,Anthrax LF prot,GDH-TPI counter
O=C(Cc1ccc(Cl)cc1)N/N=C/c1cccc(O)c1,2,-1.9,0.4,0.0,-0.4,-2.2,-31,-12,29
C1=C2C[N+]3(CCCC3)CC2Cc2ccc3ccccc3c21 (configuration not stated),-3,1.0,0.4,-1.6,-2.0,0.9,-4,-3,-3
CC1(C)C(O)=C(c2nc3ccccc3[nH]2)C(=N)N1c1ccccc1,2,?,-0.5,-2.0,1.4,-0.2,?,?,12
CCCOc1ccc(/C=C/c2[nH]c(=O)[nH]c(=O)c2[N+](=O)[O-])cc1OCC,5,-1.5,-2.4,-2.3,-0.8,·,-4,-4,11
CC(=O)c1c(C(C)=O)c(C)n(-c2ccc(C)c(NC(=O)c3ccccc3Cl)c2)c1C,0,0.2,-4.8,0.8,-1.8,6.5,0,-4,4
COc1ccc(S(=O)(=O)Nc2ccc3c(c2)OCO3)cc1C(=O)O,-1,-1.1,2.0,-0.9,1.0,0.7,-5,-4,-3
NC(=S)NNC(=O)c1cc(C(F)(F)F)cc(C(F)(F)F)c1,3,·,2.0,-4.1,-0.9,2.4,·,·,3
COc1cccc(CNC(=O)N[C@@H](CC(C)C)C(=O)O)c1,1,-0.4,-2.3,-4.4,?,-0.8,-7,-1,0
O=C(NCCCN1CCCC1=O)c1ccc(Cl)c(S(=O)(=O)N2CCCCC2)c1,7,-0.5,-0.9,-1.0,0.3,3.1,?,0,7
O=C(/C=C/c1cccc([N+](=O)[O-])c1)NCc1cccnc1,2,-0.7,-1.3,-2.4,0.0,1.7,-5,0,0
Cc1ccccc1C(=O)NC(=S)Nc1cccc(NC(=O)C(C)C)c1,-1,-1.5,1.4,0.2,1.6,·,-8,-2,5
CC(NC(=O)CCCC1CCCCC1)c1ccc(S(N)(=O)=O)cc1 (configuration not stated),1,-0.4,-1.1,-3.8,0.2,-1.5,2,1,-5
Cc1ccccc1OCC(=O)NCC(=O)OCC(=O)c1ccc2ccccc2c1,3,-2.0,-0.5,-1.2,1.7,-6.0,-4,-15,0
CCOC(=O)C1=C(C)NC(C)=C(C(=O)OCC)C1c1ccc([N+](=O)[O-])s1,0&-1,-0.1&-3.8,-0.8,-7.4&-4.0,0.0,0.1&0.2,-1&-16,?,21&5
CN(C)CC(=O)Nc1nc(-c2ccccc2)cs1,1,0.0,-2.4,-4.6,1.0,·,-4,-2,0
